Compound activity: PubChem BioAssay, several laboratories
PKA-R2B activ – activates the human PKA-R2B holoenzyme complex; activation, % at 11.4 µM; 340,000 tested, 0.079% active; P22694+P31323; AID 504700; PKA-R2B holoenzyme dissociation, Cy5-IP20 fluorescence polarization; R2B truncated from residue 108, S112A mutant; 0% DMSO only, 100% 113 µM cGMP;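 active = activation above a cutoff set at the mean over all compounds plus 3 SD, cut at about 18% in these data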;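 also: higher means more holoenzyme dissociation and a rise in polarization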
CDK5 p35 inh – blocks human CDK5/p35 kinase activity. Recombinant CDK5/p35, ADP-Glo luminescence, 60 min. Q00535+Q15078. 330,000 tested, 0.01% active. inhibition, % at 10 µM;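 active = highest replicate inhibition of at least 50% and at least 75% of replicates reaching 50%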;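 also: plate controls were DMSO neutral control for no effect and GW8510 at 10 µM for full effect; many of its hits are not listed in these tables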
Target sequence (Q00535 whole entry, looked up): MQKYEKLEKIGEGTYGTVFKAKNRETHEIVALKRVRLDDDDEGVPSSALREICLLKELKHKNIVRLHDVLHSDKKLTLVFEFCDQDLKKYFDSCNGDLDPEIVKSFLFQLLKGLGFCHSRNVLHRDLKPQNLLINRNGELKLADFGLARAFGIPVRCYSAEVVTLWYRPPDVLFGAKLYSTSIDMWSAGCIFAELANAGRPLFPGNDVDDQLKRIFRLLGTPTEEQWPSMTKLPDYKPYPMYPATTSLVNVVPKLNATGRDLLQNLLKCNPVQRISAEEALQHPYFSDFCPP
Target sequence (Q15078 whole entry, looked up): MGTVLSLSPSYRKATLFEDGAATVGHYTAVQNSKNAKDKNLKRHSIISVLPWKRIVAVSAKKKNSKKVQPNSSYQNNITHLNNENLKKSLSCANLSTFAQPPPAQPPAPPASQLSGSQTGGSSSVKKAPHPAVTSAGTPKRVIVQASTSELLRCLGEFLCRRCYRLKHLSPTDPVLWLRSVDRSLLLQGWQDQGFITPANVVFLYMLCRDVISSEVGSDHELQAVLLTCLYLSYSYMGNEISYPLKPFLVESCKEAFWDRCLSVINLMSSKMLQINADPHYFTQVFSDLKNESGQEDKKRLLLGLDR
SR-BI DiI-HDL act – SR-BI HDL lipid transfer activation; CHO ldlA[mSR-BI] cells, DiI-HDL uptake fluorescence, 3 h; 100 = double the neutral-control signal; activation, % at 12.5 µM; 320,000 tested, 0.096% active;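 active = mean replicate activation of at least 60% and every replicate at or above 60%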;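 also: 0% = median plate neutral-control signal and 100% = twice that signal; values of inactives mirror those of a sister screen read the other way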
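Assay system: CHO ldlA[mSR-BI] cells, LDL receptor-null, SR-BI overexpressing; medium: Ham's F12 with 0.5% BSA, HEPES 25 mM, pH 7.4; also added: DiI-HDL 10 µg/mL; timing: 3 h uptake period with compound, 37 °C; signal: DiI fluorescence, bottom read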
Arrestin-AP2 inh – blocks beta-arrestin peptide binding to AP2 adaptin; 340,000 tested, 0.31% active; FITC-arrestin peptide / GST-AP2 beads, flow cytometry; AP2 beta2 appendage carries R879A mutation; inhibition, % at 10 µM;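 active = inhibition above a set limit, near 3 SD of compounds lacking own fluorescence, cut at about 54% in these data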;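 also: plate controls were DMSO wells for no effect and 5 µM unlabelled arrestin peptide for full effect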
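System: GST-AP2 R879A glutathione beads; medium: PBS, Tween 20 0.05%, BSA 0.1%; reagent: fluorescein-tagged arrestin peptide at 50 nM final; schedule: pre-incubation 12 min, peptide binding 1 h, room temperature; detection: flow cytometry, FL1 (488/535 nm); read-out: inhibition as reduced fluorescein signal on beads, percent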
SR-BI DiI inh – inhibitors of mouse SR-BI mediated HDL lipid uptake; Q61009; inhibition, % at 12.5 µM; 320,000 tested, 0.96% active; ldlA[mSR-BI] CHO cells, DiI-HDL uptake fluorescence, 3 h; AID 488896;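 active = mean replicate inhibition of at least 70% and a set share of replicates each scoring 70 or more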;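 also: 0% = median of neutral control wells and 100% = median of positive control wells; values of inactives mirror those of a sister screen read the other way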
dFosB act – activators of mouse delta FosB homodimer; activation, % at 25 µM; AID 493131; 340,000 tested, 0.99% active; purified delta FosB, TAMRA-CDK5 oligo fluorescence polarization; percent of positive-control signal above neutral wells; P13346;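 active = mean activation above about 17%, with every replicate also reaching it, limit read from the data, passing the limit was not always enough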;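 also: fluorescence polarization rise as delta FosB binds a TAMRA Cdk5 AP-1 oligo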
Target sequence (P13346 whole entry, looked up): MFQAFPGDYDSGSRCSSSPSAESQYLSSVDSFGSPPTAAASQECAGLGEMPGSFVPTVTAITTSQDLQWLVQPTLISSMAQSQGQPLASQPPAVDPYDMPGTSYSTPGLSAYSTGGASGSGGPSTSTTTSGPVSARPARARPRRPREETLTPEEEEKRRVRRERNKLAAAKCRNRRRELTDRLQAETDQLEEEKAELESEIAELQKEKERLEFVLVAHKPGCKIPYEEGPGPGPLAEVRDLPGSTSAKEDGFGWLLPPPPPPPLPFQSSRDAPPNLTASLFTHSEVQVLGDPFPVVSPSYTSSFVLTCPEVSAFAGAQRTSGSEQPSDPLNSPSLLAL
MITF TRPM1 HTS – increases MITF-driven TRPM1 promoter luciferase signal; 300,000 tested, 0.75% active; SK-MEL-5 TRPM1-promoter luciferase, 24 h; % of positive control, neutral wells = 0; AID 588334; activation, % at 12.5 µM;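 active = mean activation of at least 80% with every replicate also reaching 80%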;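 also: 0% = neutral control wells and 100% = parthenolide positive control wells; values of inactives mirror those of a sister screen read the other way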
NSD2 HMT inh – blocks human histone methyltransferase NSD2. O96028. NSD2 peptide methylation, AlphaScreen, 120 min. inhibition, % at 12.5 µM. 310,000 tested, 0.54% active. AID 743445; in the data active = inhibition above about 50%
Mot1-301 SUMO – inhibitors of SUMOylation pathway: yeast Mot1-301 growth rescue; S. cerevisiae Mot1-301 growth rescue, ATP luminescence, 38.5C; percent above DMSO median, 100 means doubled; AID 2716; growth rescue, % at 18.8 µM; 320,000 tested, 1% active;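 active = every valid replicate shows activation above 250% relative to neutral control wells; inactive = the rest, any valid replicate at or below 250%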;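 also: OY570 slx delta 5 strain wells were the positive control but not used for scaling; some compounds called inactive have numbers as strong as hits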
Pemphigus Ab inh – human desmoglein-3 autoantibody binding inhibition; P32926; DSG3-coupled beads, scFv-anti-DSG3-GFP binding, flow cytometry; active compounds read low; binding (percent of control), % at 10 µM; 310,000 tested, 0.48% active; AID 588358;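 active = binding more than 3 SD below its plate's average and above zero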;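 also: hits lower antibody fragment binding to DSG3; some compounds called inactive have numbers as strong as hits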
PKA-R1A act – activates the PKA-R1A holoenzyme complex | AID 504707 | activation, % at 11.4 µM | PKA-R1A dissociation, Cy5-IP20 fluorescence polarization; scaled: DMSO 0%, 113 µM cGMP 100% | 340,000 tested, 0.083% active;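 active = percent activation above the mean of all tested compounds plus 3 SD, cut at about 19% in these data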;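 also: higher means more PKAc released from R1A so a rise in polarization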
* hit, by the source's call; i = inactive; / = not tested or not shown.

SMILES	PKA-R2B activ	CDK5 p35 inh	SR-BI DiI-HDL act	Arrestin-AP2 inh	SR-BI DiI inh	dFosB act	MITF TRPM1 HTS	NSD2 HMT inh	Mot1-301 SUMO	Pemphigus Ab inh	PKA-R1A act
CCOC(=O)c1c(NC(=O)CSc2nnnn2C)sc(C(=O)N(C)C)c1C	-4	-1.5	9	30	-9	0	-4	0	88	96	-2
CCOC(=O)COc1cc2c3c(c(=O)oc2cc1C)CCCC3	-13	-0.5	-57	-8	57	-8	-11	-2	355	102	-11
CC1=NN(c2ccc(C(=O)O)cc2)C(=O)CC1	7	0.4	19	4	-19	-7	/	-1	2	100	-7
CC[C@H](C)[C@H](NC(N)=O)C(=O)Nc1ccc(OC)c(Cl)c1	2	0.8	10	33	-10	0	9	-3	116	101	-7
Cc1cccc(-n2cc(CNCCc3nc(C)cc(C)n3)c(-c3cccc(F)c3)n2)c1	-4	1.1	/	39	/	-18	8	-1	-2	110	-4
COc1ccccc1CNC(=O)CCNS(=O)(=O)c1ccc2[nH]c(=O)oc2c1	0	-6.2	-9	-5	9	-3	-7	5	8	103	-10
Cc1nn(Cc2ccc(Cl)cc2Cl)c(C)c1NC(=O)CCl	8	1.9	19	14	-19	-11	-38	3	0	98	4
COc1ccc(S(=O)(=O)Cc2ccc(C(=O)NCCCN(C)c3ccccc3)o2)cc1	-8	-3.3	8	13	-8	-9	7	3	-18	97	-7
Cc1ccc(NC(=O)C2=CCN(S(=O)(=O)c3ccc(F)cc3)CC2)c(C)c1	4	1.7	-1	3	1	1	-6	/	-8	101	-1
CCOCCCNS(=O)(=O)Cc1ccccc1	-8	0.8	-21	5	21	8	9	2	-7	109	12
CCOC(CCn1c(SCC(=O)Nc2cc(C)on2)nc2ccccc2c1=O)OCC	-3	2.3	22	-8	-22	-1	-11	3	3	105	-2
COc1ccccc1CNN	-3	-0.6	-4	2	4	-6	-21	/	/	103	4
O=C1OCCC1Sc1nnc(-c2ccc(Cl)cc2)n1Cc1ccccc1 (configuration not stated)	2	-0.9	-9	-22	9	-6	-9	1	8	98	-3
O=C(O)CCC(=O)Nc1ccc(C(=O)OC2CCCCC2)cc1	-3	4.6	29	12	-29	0	-5	-1	-31	108	-3
Cc1cc2cc(CCNC(=O)CCc3ccccc3)c(=O)[nH]c2cc1C	-2	0.1	-2	-4	2	3	-4	/	11	101	1
Cc1cc(C(C)(C)C)oc1C(=O)N(CC(=O)NC1CCCC1)c1cccc(C(F)(F)F)c1	-6	1.4	-41	-6	41	-2	-16	-1	-19	98	-13
Cc1ccc(S(=O)(=O)N2C[C@@H]3CCCC[C@@H]3[C@@H](C)[C@H]2c2cn(Cc3ccccc3)c3ccccc23)cc1	-3	-1.0	24	-1	-24	-10	-49	/	/	104	-8
COc1ccc(OC)c(C(=O)COC(=O)c2cccnc2Cl)c1	2	2.9	-2	9	2	-4	3	-3	27	104	-4
Cc1cc(C(=O)Nc2cccc3c2O[C@@H](CN(C)S(=O)(=O)c2ccccc2)[C@H](C)CN([C@@H](C)CO)C3=O)n(C)n1	-4	-3.9	-17	4	17	-13	0	/	10	105	-11
COc1cc(OC)cc(C(=O)Nc2nnc(SCC(=O)NCc3ccco3)s2)c1	0	-1.3	-9	-14	9	-15	26	1	-4	/	-7
COc1cc(-c2nc(-c3ccccc3)c(-c3ccc(F)cc3)[nH]2)cc2c1OCO2	1	0.3	-85	19	85*	1	-4	-1	-4	100	1
COc1ccc(S(=O)(=O)Nc2ccc(Oc3ncccn3)c(Cl)c2)cc1	-10	1.2	23	2	-23	-14	-10	0	/	/	-8
Cc1ccc(CSCc2nnc(SCC(=O)N3CCN(c4ccccc4)CC3)n2C)cc1	-4	-1.0	/	4	/	-4	-5	1	743	138	-16
COc1ccc(S(=O)(=O)N2CCC(C(=O)NCc3ccccn3)CC2)cc1Cl	-6	0.9	-22	17	22	-2	-1	0	-26	99	-8
OC(COCc1cccs1)CN1CCN(c2cccc(Cl)c2)CC1 (configuration not stated)	-2	/	-3	13	3	1	-4	12	13	90	3
SMILES	PKA-R2B activ	CDK5 p35 inh	SR-BI DiI-HDL act	Arrestin-AP2 inh	SR-BI DiI inh	dFosB act	MITF TRPM1 HTS	NSD2 HMT inh	Mot1-301 SUMO	Pemphigus Ab inh	PKA-R1A act
COc1ccc(S(=O)(=O)Nc2nnc(C)s2)cc1	8	-2.0	3	12	-3	2	/	0	2	98	2
Cn1c(=O)n(CCCOc2ccc(Cl)cc2)c2ccccc21	-10	-1.2	-17	-5	17	-2	/	-2	-14	113	-16
Cc1ccc(CCNC(=O)c2nnn(-c3cc(C)cc(C)c3)c2N)cc1	-14	-0.9	-30	-2	30	-8	/	-3	94	99	-5
O=C(CCNc1ccc(Cc2ccncc2)cc1)c1cccc([N+](=O)[O-])c1	-6	4.5	16	19	-16	-3	1	1	9	113	-5
Cn1nc([N+](=O)[O-])nc1S(C)(=O)=O	-7	-2.2	19	-16	-19	2	-72	6	/	101	-6
CCOC(=O)C1(CCOc2ccccc2)CCN(Cc2cccn2-c2ncccn2)CC1	-5	-0.9	7	14	-7	-11	-9	6	22	101	0
Cc1ccc(CN2CCN(c3cccc4[nH]ccc34)CC2)cc1	3	0.6	-1	37	1	-2	-6	14	1	93	11
COc1cc(C(=O)OCC(=O)NC2CCCCCC2)ccc1OCC(C)C	2	-0.9	27	9	-27	-1	-8	1	-13	117	8
Cc1c(Cl)c(C(=O)NNC(=S)Nc2ccc(F)cc2)nn1C	1	-1.1	13	22	-13	2	6	-2	i	99	4
CCOC(=O)C1(CCCc2ccccc2)CCN(C(=O)Cn2nc(C)nc2C)CC1	0	-1.1	-21	-7	21	-5	4	-3	-7	93	-9
O=C(/C(=C(\[O-])c1ccccc1)[n+]1ccc2ccccc2c1)c1ccccc1	-5	/	14	10	-14	0	-18	3	5	106	-8
COc1ccccc1N1CCN(C(=O)c2ccc(COc3cccc4c3OC(C)(C)C4)cc2)CC1	3	0.0	-35	-13	35	-7	-11	0	-5	113	-1
O=C1CN(CC(=O)NC2CCCc3ccccc32)CCN1 (configuration not stated)	5	0.4	18	-14	-18	-3	-4	-2	-14	100	-7
COc1cc(CNC2CCCC2)cc(Cl)c1OCc1ccc(F)cc1	7	-3.9	-4	-3	4	-2	3	-4	22	113	2
CN(C)c1cccc(C(=O)OCC(=O)NCC2CCCO2)c1 (configuration not stated)	14	-0.3	27	5	-27	3	-4	0	12	108	8
O=C(CSc1cccc(C(F)(F)F)c1)NCc1ccccc1	14	-2.7	31	34	-31	3	9	-3	1	/	-2
COc1cc(-c2nc3c[n+](CC(=O)c4ccccc4)ccc3n2C)cc(OC)c1OC	-2	0.1	19	-6	-19	-3	-4	0	175	95	3
O=S(=O)(c1ccccc1)N1CCN=C1SCc1c(F)cccc1Cl	11	-0.1	-3	-9	3	-12	-8	-2	16	106	-6
O=C(NCc1ccc(-n2cccc2)cc1)c1cccc(F)c1	-8	-1.2	7	-21	-7	1	-6	7	-1	114	4
O=C(Nc1ccc(Br)cc1)c1cccc(S(=O)(=O)Nc2ccccn2)c1	0	-3.0	-11	-4	11	-7	-7	2	67	101	-8
O=C(CCN1C(=O)/C(=C/c2ccccc2)SC1=S)NCCc1ccc(O)cc1	-1	/	-17	-5	17	-2	8	2	-4	/	-13
O=C(CN(C(=O)CCC(=O)Nc1nccs1)c1ccc2c(c1)OCCO2)NCc1ccco1	1	0.8	19	9	-19	11	4	-1	5	113	-1
CC(C)Nc1oc(-c2cccc3ccccc23)nc1C#N	-7	1.9	-25	20	25	-2	86*	-6	-18	81	-2
COc1ccc(C(=O)NCCN2CCCC2)cc1[N+](=O)[O-]	2	1.3	24	5	-24	6	/	15	-11	134	6
CCOc1ccc(Br)cc1S(=O)(=O)NCc1ccncc1	/	-2.1	19	18	-19	3	-3	-4	-16	105	/
SMILES	PKA-R2B activ	CDK5 p35 inh	SR-BI DiI-HDL act	Arrestin-AP2 inh	SR-BI DiI inh	dFosB act	MITF TRPM1 HTS	NSD2 HMT inh	Mot1-301 SUMO	Pemphigus Ab inh	PKA-R1A act
COCCOC(=O)C1=C(C)OC(N)=C(C#N)C1c1cc2cccc(C)c2nc1Cl (configuration not stated)	11	0.4	13	-9	-13	-17	4	4	40	103	-2
COc1ccc(NC(=O)c2cccc(-n3cnnn3)c2)cc1	15	0.3	-1	-2	1	0	/	-2	-16	102	-9
CCN(CC(=O)Nc1c(F)cccc1F)C(=O)CCSc1ccc(C)cc1	-7	-7.1	-5	-2	5	-1	-3	-1	1	94	-6
O=C(Nc1ccc2c(c1)OCO2)N1CCN(c2ncc(C(F)(F)F)cc2Cl)CC1	-9	0.2	-20	34	20	4	20	9	55	95	0
Cc1ccc(NC(=O)CN2C(=O)S/C(=C\c3ccc(C(=O)O)cc3)C2=O)cc1	-7	0.4	4	-8	-4	-3	13	-1	-5	111	-10
Cc1ccc(N2CC(c3nc4ccccc4n3C)CC2=O)cc1C (configuration not stated)	-2	0.6	-14	-2	14	-1	14	/	-5	101	1
CN1CCN(Cc2c(O)ccc3c(=O)c(Oc4ccccc4Cl)c(C(F)(F)F)oc23)CC1	-5	3.2	0	-3	0	6	12	/	-18	110	-3
CC1(C)CC(NC(=O)C(c2ccccc2)c2ccccc2)CC(C)(C)N1	6	0.9	-5	-19	5	1	/	-1	-18	138	7
O=C(CC(C(=O)O)c1ccc(Cl)cc1)c1ccccc1 (configuration not stated)	-5	-0.4	0	-2	0	-2	-7	1	-3	102	-9
CC(C)N(Cc1ccccc1)C(=O)COC(=O)CCC(=O)c1ccc(F)cc1	0	-2.3	18	12	-18	-8	2	-2	/	106	3
NC(=S)NN=Cc1nccc2ccccc12	-6	2.2	-27	7	27	-6	-38	8	/	92	1
Cc1ccc(CNC(=O)c2cn(C)c(=O)c3c2c2ccccc2n3C)o1	-6	-4.0	-22	30	22	-8	/	2	/	/	8
COC(=O)c1c(C)oc2ccc(N(C(=O)c3ccncc3)S(=O)(=O)c3ccc4ccccc4c3)cc12	-7	1.4	-5	20	5	-6	-9	0	6	87	-17
CN(C)CCN(C(=O)CN1C(=O)c2ccccc2C1=O)c1nc2cc3c(cc2s1)OCCO3	-10	0.3	28	-4	-28	38*	27	-1	241	106	-9
